Rpn11 inh = blocks the human proteasome subunit Rpn11 | O00487 | human 26S proteasome, Ub4-pepOG fluorescence polarization; 20S core pre-blocked with epoxomicin | calls only at 20 µM | hit rate 0.59% among 360,000;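 active = inhibition at 20 µM, scaled to each plate's controls, above about 33%, limit read from the data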
SUMO1-SIM PPI = SUMO1-SIM interaction modulation; hit rate 0.33% among 360,000; SUMO1 binding to a labelled peptide, TR-FRET, 1 h; inhibition, % at 20 µM; in the data active = inhibition above about 37%
NadD inh = NadD (S. aureus) enzyme inhibition. purified NadD enzyme, colorimetric absorbance read-out. inhibition, % at 20 µM. hit rate 0.78% among 360,000. AID 602399; in the data active = inhibition above about 26%; note: some compounds past the cut are filed as inactive
MT1-MMP act inh = MT1-MMP (human) activation inhibition; P50281; HT1080 RFP-PRO-GFP cells, GFP/RFP ratio fluorescence, overnight; percent of plate control window, DMSO zero; GFP/RFP ratio change, % at 20 µM; hit rate 0.061% among 360,000;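 active = GFP/RFP ratio change of at least 30% with cell ATP level not reduced by more than half and red fluorescence within 50% of control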; note: strong numbers were not always called active
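Compound: 20 µM single dose, 1% DMSO / System: HT1080 RFP-PRO-GFP cells / Controls: DMSO and RFP-L50D-GFP cell wells / Read-out basis: GFP/RFP fluorescence ratio / Schedule: overnight compound exposure at 37 °C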
STEP block = blocks human striatal-enriched tyrosine phosphatase. recombinant STEP, OMFP fluorogenic substrate, fluorescence. AID 588621. P54829. inhibition, % at 20 µM. hit rate 0.25% among 360,000;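 active = inhibition at 20 µM, scaled per plate between control wells, above about 37%, limit read from the data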;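 note: 0% = DMSO with enzyme and substrate and 100% = substrate only without enzyme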
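Assay system: isolated STEP enzyme / Timing: 20 min at room temperature, dark / Doses: 20 µM, 1% DMSO / Technique: fluorescence intensity, excitation 480 nm, emission 540 nm / Reagent: fluorogenic phosphatase substrate OMFP at 25 µM final / Measure: percent inhibition scaled to no-enzyme and uninhibited-enzyme controls, plate-pattern corrected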
NRP1-CendR mod = modulators of CendR peptide binding to human neuropilin-1 | O14786 | FAM-RPARPAR peptide binding to NRP-1, fluorescence polarization | inhibition, % at 25 µM | hit rate 0.85% among 360,000 | AID 602438;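 active = inhibition or corrected inhibition above about 18%, plus a signal ratio from 0.5 to 1.5, limit read from the data, passing the limit was not always enough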; note: strong numbers were not always called active
Target sequence (O14786 whole entry, looked up): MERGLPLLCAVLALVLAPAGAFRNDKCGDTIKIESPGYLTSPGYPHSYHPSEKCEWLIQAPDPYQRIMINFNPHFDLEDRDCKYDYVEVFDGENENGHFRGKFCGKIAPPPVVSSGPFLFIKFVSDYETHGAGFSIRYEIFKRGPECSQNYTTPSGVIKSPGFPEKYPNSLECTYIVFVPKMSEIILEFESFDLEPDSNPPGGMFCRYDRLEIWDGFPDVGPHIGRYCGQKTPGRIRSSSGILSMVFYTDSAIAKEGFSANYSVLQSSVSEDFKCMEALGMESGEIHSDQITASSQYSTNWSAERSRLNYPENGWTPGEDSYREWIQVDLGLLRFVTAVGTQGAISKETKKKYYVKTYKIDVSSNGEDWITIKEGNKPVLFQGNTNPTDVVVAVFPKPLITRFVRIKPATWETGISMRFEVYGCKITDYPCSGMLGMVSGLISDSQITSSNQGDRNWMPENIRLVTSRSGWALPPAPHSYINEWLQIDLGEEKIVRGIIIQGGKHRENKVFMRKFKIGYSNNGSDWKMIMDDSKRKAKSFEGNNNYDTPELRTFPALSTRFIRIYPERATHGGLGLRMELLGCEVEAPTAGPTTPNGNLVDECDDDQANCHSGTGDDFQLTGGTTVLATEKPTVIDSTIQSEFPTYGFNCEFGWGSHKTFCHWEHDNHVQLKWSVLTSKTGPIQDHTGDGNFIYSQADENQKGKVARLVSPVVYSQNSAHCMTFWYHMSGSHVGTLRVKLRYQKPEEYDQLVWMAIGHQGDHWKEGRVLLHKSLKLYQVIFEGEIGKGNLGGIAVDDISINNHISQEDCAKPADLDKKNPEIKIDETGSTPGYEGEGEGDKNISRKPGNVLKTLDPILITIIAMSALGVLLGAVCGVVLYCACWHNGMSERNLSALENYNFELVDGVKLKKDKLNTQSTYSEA
SKN-1 block = C. elegans SKN-1 inhibition; inhibition, % at 21.8 µM; C. elegans VP596 Pgst-4::GFP/RFP ratio, acrylamide-induced, 24 h; AID 624304; hit rate 0.49% among 360,000;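 active = interference check ratio from 0.5 to 1.5 plus GFP to RFP signal ratio inhibition reaching or exceeding a fixed threshold, cut at about 30% in these data, passing the limit was not always enough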; note: some compounds called inactive have numbers as strong as hits
DNMT1 block = inhibitors of human DNMT1 | DNMT1 molecular beacon, Hinp1I cleavage, fluorescence | inhibition (reported as % activation of signal), % at 10 µM | hit rate 0.83% among 360,000 | AID 588458; in the data active = inhibition above about 50%
Scp1 inh = blocks human Scp-1 phosphatase activity; inhibition, % at 20 µM; hit rate 0.88% among 340,000; Recombinant Scp1, phosphopeptide, malachite green phosphate absorbance; AID 493091; Q9GZU7;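 active = inhibition above about 50% at 20 µM, limit read from the data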;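 note: plate controls were DMSO wells with enzyme for no effect and wells lacking enzyme for full effect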
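Test system: SCP-1 catalytic domain; Buffer or medium: Acidic Tris acetate buffer with magnesium and detergent; Also added: Phosphorylated 17-residue peptide substrate; Compound: single 20 µM dose, 1% DMSO; Schedule: enzyme reaction 45 min at room temperature, colour 5 min, stabilisation 30 min; Signal: Phosphate-binding colour reagent, absorbance read at 630 nm.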
LMPTP block = LMPTP (human) inhibition; P24666; inhibition, % at 20 µM; hit rate 0.22% among 360,000; AID 651560; recombinant LMPTP-A, OMFP fluorogenic substrate, fluorescence intensity;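 active = compounds that cut the enzyme signal by at least half of the control window in the single-dose screen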;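 note: plate controls were DMSO wells with enzyme plus substrate for no effect and substrate without enzyme for full effect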
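test system = LMPTP-A | amount = 0.625 nM LMPTP-A final | reagent = fluorogenic phosphatase substrate OMFP at 400 µM final | incubation = 50 min at room temperature | benchmarks = no-enzyme low control, uninhibited high control | medium = Bis-Tris pH 6.0, DTT, detergent | signal = fluorescence intensity of OMFP turnover product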
* hit, by the source's call; i = inactive; x = not tested or not shown.

Molecule	Rpn11 inh	SUMO1-SIM PPI	NadD inh	MT1-MMP act inh	STEP block	NRP1-CendR mod	SKN-1 block	DNMT1 block	Scp1 inh	LMPTP block
CCOC(=O)[C@H]1[C@H]2COc3ccc(OC)cc3[C@@H]2N2C(=O)c3ccc(F)cc3NC(=O)[C@@]12C	i	0	-3	-6	1	-3	40	1	-6	-0.2
COc1ccc(C(=O)CCC(=O)N2CCN(c3cccc(Cl)c3)CC2)cc1	i	8	-2	1	3	-7	15	0	-4	0.8
CCNC(=S)N/N=C/c1ccc(C#N)cc1	i	-9	0	1	4	3	9	4	1	-0.2
Cc1ccc(NC(=O)C(C)c2ccc(-c3ccccc3)c(F)c2)c(C)c1 (stereo not given)	i	0	-4	-3	0	1	-6	3	1	0.7
Cc1cccc(NC(=O)CC2NC3CCCCC3NC2=O)c1 (stereo not given)	i	4	-3	1	0	15	20	2	-12	-1.7
C[C@H](NC(=O)c1nc[nH]c1C(=O)N[C@@H](Cc1ccccc1)C(=O)OCc1ccccc1)C(=O)OCc1ccccc1	i	-2	8	5	-2	14	21	-20	-3	5.4
C[C@H](c1ccccc1)N1C[C@H](COCc2ccccc2)Oc2cc(N3CC[C@H](O)C3)ccc2S1(=O)=O	x	0	-9	-10	x	6	10	x	x	1.9
CN(C)c1ccc(CCc2ccc(N)cc2)cc1	i	-1	3	-8	1	-24	3	-3	-3	-0.4
O=C(/C=C/c1ccccc1)Nc1sc2c(c1C(=O)O)CCC2	i	-15	1	0	7	-8	-1	2	-9	-0.2
COc1ccc(/C=C/C(=O)NCC(=O)N/N=C(\C)Cc2ccccc2)cc1	i	-5	-5	2	-4	4	-4	0	-3	-0.5
Cc1cc(C)c2c(NC(=O)CCl)nn(C)c2n1	i	-1	-6	2	-6	1	-8	-1	3	-1.9
CC(C)C(NS(=O)(=O)c1ccccc1)C(=O)NC1CCCC1 (stereo not given)	i	3	2	3	-1	12	8	2	-5	-0.2
O=C(Cc1ccc(F)cc1)N[C@@H]1c2ccccc2CC[C@@H]1OCc1ccccc1	i	-1	-3	-1	2	-6	-3	7	7	-2.6
Cc1cccc(C)c1NC(=O)CSc1nnc(C)n1CC1CCCO1 (stereo not given)	i	1	6	4	0	9	2	1	-1	-0.1
O=C(c1ccc(F)cc1)N(c1ccccn1)C1CCCCC1	i	-5	0	-3	-3	5	8	3	-10	0.0

Molecule	Rpn11 inh	SUMO1-SIM PPI	NadD inh	MT1-MMP act inh	STEP block	NRP1-CendR mod	SKN-1 block	DNMT1 block	Scp1 inh	LMPTP block
CC(C)=CC(=O)OCC(=O)Nc1cc(C)cc(C)c1	i	0	-5	-2	1	-2	-3	-2	-11	0.5
Cc1cc(C)c(S(=O)(=O)NCCC2CCCN2C)c(C)c1 (stereo not given)	i	0	3	-1	-2	-2	-10	0	-7	0.0
CC(C)=CCN1CCN(Cc2ccc(C)s2)CC1CCO (stereo not given)	i	-3	-8	-1	-3	-1	1	0	-14	-2.3
CCSc1ccc([C@@H]2[C@H]3C(=O)N(C)C(=O)[C@H]3[C@]3(C(=O)OC)CCCCN23)cc1	i	-3	-3	0	5	4	-1	-5	0	0.9
Cc1cc(=O)[nH]c(N2CCN(c3ccc(Cl)cc3)CC2)n1	i	3	2	5	0	3	-1	0	-10	-1.3
CNC(=O)CNC(=O)Nc1ccc(C)cc1	i	4	-3	2	-2	9	-10	6	-1	2.2
COc1cc(SC)ccc1C(=O)Nc1cccc(C2OCCCO2)c1	i	-4	-8	4	3	8	-1	2	-7	-0.3
Cc1ccccc1CNC(=O)c1csc([C@@H]2C[C@H](O)[C@@H](CO)O2)n1	i	-1	-2	2	1	-27	1	-6	x	-1.4
CCOc1ccccc1-n1c(SCC(=O)Nc2ccccc2C(=O)O)nc2ccccc2c1=O	i	16	-6	-2	1	-17	19	2	-1	-2.5
O=C(NNC(=S)Nc1ccc(Cl)cc1)c1cccs1	i	-1	2	2	-2	-3	7	2	-3	-1.2
COc1cccc(/C=C(\CC(=O)O)c2nc3ccccc3s2)c1	i	-8	1	-7	2	2	-4	11	6	0.4
CCn1cc(C(=O)NC(=S)Nc2ccccc2[N+](=O)[O-])cn1	i	-28	-1	-1	1	-10	0	0	-5	0.8
NNC(=O)CS(=O)(=O)CS(=O)(=O)CC(=O)NN	i	-2	-1	-2	3	11	5	3	22	-2.8
COc1cc(OC)cc(-c2cc3nc4c(c(N5CCN(c6ncccn6)CC5)n3n2)CCCC4)c1	i	9	15	-5	-1	2	3	-16	5	8.3
COc1ccc(C(=O)NCc2ccc3c(c2)OCO3)cc1S(=O)(=O)N1CCCC1	i	-3	-5	3	0	-5	7	0	-2	0.3

Molecule	Rpn11 inh	SUMO1-SIM PPI	NadD inh	MT1-MMP act inh	STEP block	NRP1-CendR mod	SKN-1 block	DNMT1 block	Scp1 inh	LMPTP block
COc1ccc([N+](=O)[O-])cc1NC(=O)CC(c1ccccc1)c1ccccc1	i	-3	0	-3	-2	4	1	-2	-10	2.7
O=Nc1c(-c2ccccc2)[nH]n(-c2ccccc2)c1=O	i	-26	1	-1	0	15	12	-3	-6	-0.2
COc1ccccc1NC(=O)CSc1nc(O)cc(=O)n1C	i	2	4	2	-3	1	8	2	-2	-2.9
Cc1cccc(C)c1NC(=O)CSc1nnnn1-c1ccc(C(=O)O)cc1	i	1	-3	-1	1	12	3	1	-5	-0.3
COc1cccc(N2CCN(C(=O)C3CCC(=O)N(C4CCCCCC4)C3)CC2)c1 (stereo not given)	i	2	-4	19	2	7	-9	0	5	-0.3
Cn1cnc([N+](=O)[O-])c1NCc1ccccc1	i	-14	-5	-1	1	4	2	1	-2	-0.5
Cc1nonc1OC(C)CNCCNc1ccc([N+](=O)[O-])cc1 (stereo not given)	i	-19	-5	8	-6	-16	-9	-4	0	0.3
O=C(Cn1cc2c(n1)CCCC2)Nc1ccccc1Br	i	7	-4	1	0	-1	11	-2	0	-0.5
CCN(CC)S(=O)(=O)c1ccc(N2CCN(S(=O)(=O)c3ccccc3)CC2)nc1	i	-2	2	-6	3	0	17	1	10	0.6
CCn1cc(/C=C/C(=O)Nc2c(C)nn(Cc3ccccc3)c2C)cn1	i	0	-3	2	-2	3	-5	-2	-6	-1.0
CCOCCCNC(=O)Cc1c(C(=O)O)[nH]c2ccc(Cl)cc12	i	2	-1	1	-1	4	4	-1	-7	-1.6
Cc1cc2c(NC(=O)Nc3ccccc3)cccc2nn1	i	-12	-3	6	2	2	5	-5	-1	0.4
CCOc1ccccc1NC(=O)CSc1n[nH]c(=O)n1-c1ccccc1	i	10	-4	0	-2	3	25	0	-7	0.1
Cc1ccc(-c2nn(-c3ccccc3)cc2/C=C/C(=O)Nc2nccs2)cc1	i	-2	16	3	-1	-7	9	0	-5	0.7
Cc1ccc(NC(=O)COC(=O)Cn2nc(C)c([N+](=O)[O-])c2C)c([N+](=O)[O-])c1	i	-18	0	-2	-3	-17	1	-2	2	0.4

Quoted at random: 2 entries already listed
Molecule	Rpn11 inh	SUMO1-SIM PPI	NadD inh	MT1-MMP act inh	STEP block	NRP1-CendR mod	SKN-1 block	DNMT1 block	Scp1 inh	LMPTP block
Cc1cccc(C)c1NC(=O)CSc1nnnn1-c1ccc(C(=O)O)cc1	i	1	-3	-1	1	12	3	1	-5	-0.3
CCOCCCNC(=O)Cc1c(C(=O)O)[nH]c2ccc(Cl)cc12	i	2	-1	1	-1	4	4	-1	-7	-1.6

Continued:
Molecule	Rpn11 inh	SUMO1-SIM PPI	NadD inh	MT1-MMP act inh	STEP block	NRP1-CendR mod	SKN-1 block	DNMT1 block	Scp1 inh	LMPTP block
CN1C(=O)C2(OCCCO2)c2cc(Cl)ccc21	i	2	0	0	-2	2	23	-1	-12	-2.0
Cc1cc(C)nc(N2N=C(CSc3ccc(Cl)cc3)CC2=O)n1	i	2	2	4	5	-12	4	0	-4	2.5
CCc1nc2ccc(C(=O)NCC3CCCCC3)cn2c1N(CCC(C)C)CCN(C)C	i	8	-12	-6	-4	-10	20	-2	x	-1.1
CCN(CC)S(=O)(=O)c1ccc(OC)c(NC(=O)C(C)Oc2ccc3c(C)cc(=O)oc3c2)c1 (stereo not given)	i	6	4	-5	2	-5	12	-7	-17	0.9
Cc1ccc(-n2c(C)cc(C(=O)CN3CCCCC3)c2C)cc1	i	2	-2	0	1	6	2	-1	-5	0.3
Cc1csc(NC(=O)CSc2sc3c(O)cc(=O)[nH]c3c2C#N)n1	i	25	6	-6	32	-92	9	43	68*	20
Cc1ccc(C(=O)OCC(=O)N2CCNC2=O)c(C)c1	i	7	-4	7	-7	0	-23	2	1	-0.1
O=[N+]([O-])c1cc([N+](=O)[O-])c(Oc2ccc(Br)cc2Br)cc1NN1CCCCC1	i	1	-1	-2	3	8	15	5	-8	0.9
Cc1ccccc1NC(=O)COC(=O)CCC(=O)c1cccs1	i	5	0	0	-2	8	10	3	6	-0.9
CN(C)c1cc[n+](CC(=O)c2cccs2)cc1	i	0	1	0	3	0	0	2	-5	1.1
COC(=O)CSc1ncc(OC)c(OC)n1	i	-1	-2	2	-4	10	-7	3	-9	-0.5
NC(=S)N/N=C1\CC(c2ccc3c(c2)OCCO3)Oc2ccc(F)cc21 (stereo not given)	i	-5	4	0	0	3	4	-4	-17	3.7

Assay outcomes (PubChem)
